CXCR6 inh: CXCR6 receptor inhibitors, primary screen, cell-based, beta-arrestin, luminescence, CHO-K1 PathHunter, 1536-well; inhibition, % at 20 µM; hit rate 0.36% among 360,000; C-X-C chemokine receptor type 6 (Homo sapiens), O00574; in the data active = inhibition above about 34%, passing the limit was not always enough;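 also: antagonist mode with CXCL16 agonist at 10 nM final; 0% = 10 nM CXCL16 with DMSO and 100% = unstimulated wells without agonist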
APJ agonist: agonists of human apelin receptor APJ, primary screen, CHO-K1 cells, PathHunter beta-arrestin, luminescence. 0% DMSO wells, 100% apelin. activation, % at 20 µM. hit rate 0.11% among 330,000;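 active = activation more than six SD over the plate average, tested at 20 µM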;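 also: 0% = DMSO alone and 100% = apelin-13 at 10 nM; some results filed as inactive read as strong as hits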
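Test system: CHO-K1 APJ beta-arrestin complementation cell line | Compound: Single test compound dose, 20 µM final, 1% DMSO | Incubation: Compound 90 min 25 °C, reagent 1 h | Measured by: beta-gal luminescence | Read-out basis: APJ–arrestin association signal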
UPR XBP1 act: activators of adaptive XBP1 UPR arm, primary screen, cell-based, CHO-XBP1 luciferase reporter, luminescence, uHTS. IRE1-XBP1 UPR activation; percent of tunicamycin response, DMSO as zero. activation, % at 20 µM. hit rate 0.33% among 330,000;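 active = versus positive control, 20 µM dose yields 30% or more activation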;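 also: 100% = tunicamycin at 10 µg/mL and 0% = DMSO only wells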
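Material: CHO cell line with stable XBP1 luciferase reporter; schedule: 16-18 h cell attachment at 37 °C, then 6 h compound exposure; signal: glow luminescence from Steady-Glo reagent; medium: serum-containing F12 medium, 10% FBS; benchmarks: tunicamycin 10 µg/mL and vehicle-only wells; read-out: percent activation relative to tunicamycin reference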
TIM10 inh: growth inhibitors of isogenic TIM10 control yeast, primary screen, counter-screen for tim10-1 yeast inhibitor project, luminescence, uHTS; S. cerevisiae TIM10 strain growth, BacTiter-Glo luminescence, 24 h; inhibition, % at 10 µM; hit rate 1.4% among 330,000;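 active = inhibition of 40% or more at the single tested concentration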;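 also: wild-type TIM10 isogenic control strain grown at permissive 25 °C; 0% = DMSO yeast wells and 100% = minimal medium wells without yeast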
tim23-1 inh: growth inhibitors of tim23-1 mutant yeast, primary screen, luminescence, uHTS; AID 463212, 2010; inhibition, % at 20 µM; S. cerevisiae tim23-1 growth, BacTiter-Glo luminescence, 24 h; hit rate 1.3% among 330,000;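 active = growth inhibition of the mutant yeast at or above 50%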;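 also: temperature-sensitive mutant grown at 25 °C; plate controls were DMSO-treated mutant yeast for no effect and medium wells lacking yeast for full effect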
tim10-1 inh: growth inhibitors of tim10-1 mutant yeast, primary screen, luminescence, uHTS; inhibition, % at 20 µM; S. cerevisiae tim10-1 ts strain growth, BacTiter-Glo, 24 h; AID 463190, 2010; hit rate 2.2% among 330,000;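 active = inhibition of at least 40%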;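 also: mutant grown at 25 °C; 0% = DMSO wells with yeast and 100% = wells holding no yeast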
APJ antagonist: antagonists of human apelin receptor APJ, primary screen, CHO-K1 cells, beta-arrestin complementation, luminescence; P35414; inhibition, % at 20 µM; hit rate 0.32% among 330,000; AID 2521, 2010;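 active = inhibition above about 40% at 20 µM, limit read from the data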;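 also: cells challenged with 10 nM apelin-13 agonist together with compound; plate controls were apelin-13 plus DMSO wells for no effect and DMSO wells lacking apelin-13 for full effect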
Mdm2-MdmX inh: inhibitors of human Mdm2-MdmX association, primary screen, cell-based, luminescence, split luciferase, SaOS-2, uHTS | inhibition, % at 8 µM | SaOS-2 split-luciferase Mdm2/MdmX complementation | hit rate 3% among 330,000 | AID 485346, 2010;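 active = inhibition of at least 50% at 8 µM in the primary screen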
Target sequence (O15151 whole entry, looked up): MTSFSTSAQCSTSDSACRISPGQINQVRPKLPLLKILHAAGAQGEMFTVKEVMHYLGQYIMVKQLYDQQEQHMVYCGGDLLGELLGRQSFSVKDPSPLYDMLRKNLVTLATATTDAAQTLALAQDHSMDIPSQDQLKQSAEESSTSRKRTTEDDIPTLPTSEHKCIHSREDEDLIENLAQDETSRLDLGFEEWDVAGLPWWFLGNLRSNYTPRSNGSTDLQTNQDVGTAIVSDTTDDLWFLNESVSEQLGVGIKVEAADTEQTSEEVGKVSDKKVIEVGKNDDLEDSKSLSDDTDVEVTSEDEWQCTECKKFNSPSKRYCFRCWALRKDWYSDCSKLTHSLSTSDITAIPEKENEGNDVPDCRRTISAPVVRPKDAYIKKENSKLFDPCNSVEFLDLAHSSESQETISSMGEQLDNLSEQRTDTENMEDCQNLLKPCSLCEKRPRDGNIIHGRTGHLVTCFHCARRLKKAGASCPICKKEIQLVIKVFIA
Target sequence (Q00987 whole entry, looked up): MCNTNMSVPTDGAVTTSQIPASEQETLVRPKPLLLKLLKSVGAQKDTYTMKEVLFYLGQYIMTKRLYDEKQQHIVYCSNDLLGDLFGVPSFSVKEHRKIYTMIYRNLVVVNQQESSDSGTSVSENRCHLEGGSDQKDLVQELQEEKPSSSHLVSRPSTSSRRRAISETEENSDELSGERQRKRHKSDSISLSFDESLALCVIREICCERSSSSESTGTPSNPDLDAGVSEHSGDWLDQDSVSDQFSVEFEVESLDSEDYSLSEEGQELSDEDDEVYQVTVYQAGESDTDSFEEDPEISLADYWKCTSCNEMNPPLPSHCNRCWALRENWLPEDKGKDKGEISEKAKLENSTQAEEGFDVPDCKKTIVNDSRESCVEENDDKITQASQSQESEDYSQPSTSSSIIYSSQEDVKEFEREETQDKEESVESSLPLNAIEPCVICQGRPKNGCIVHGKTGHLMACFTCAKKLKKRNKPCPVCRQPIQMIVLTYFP
CHOP UPR activ: activators of apoptotic CHOP UPR arm, primary screen, cell-based, CHO-CHOP luciferase reporter, luminescence, uHTS | hit rate 0.34% among 330,000 | UPR activation; percent of tunicamycin response over DMSO baseline | activation, % at 10 µM;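 active = at 10 µM dose, activation of 40% or more, normalized to positive control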;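 also: 100% = tunicamycin at 10 µg/mL and 0% = DMSO alone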
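Test system: CHO CHOP reporter cells. Input: 500 CHO-CHOP cells per well. Medium: F12 with 10% FBS. Technique: luciferase luminescence. Measure: percent activation relative to tunicamycin control. Dosing: 10 µM compound, 0.5% DMSO. Timing: 16-18 h cell attachment, then 6 h compound exposure, 37 °C.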
Starred values were filed as active, the others as inactive.

SMILES	CXCR6 inh	APJ agonist	UPR XBP1 act	TIM10 inh	tim23-1 inh	tim10-1 inh	APJ antagonist	Mdm2-MdmX inh	CHOP UPR activ
CCOC(=O)C(=Cc1c[nH]c2ccc(S(=O)(=O)N(C)C)cc12)C(=O)OCC	12.1	0.6	-2.5	14.2	20.1	22.4	-15.6	25.1	9.7
Nc1cc(N)nc(SCC(=O)c2ccccc2)n1	0.9	-2.5	4.6	-7.7	9.4	4.8	9.6	-18.1	0.1
C/C(=N/NC(=O)Nc1ccccc1)c1ccc(C)cc1	-12.6	-0.1	0.9	11.8	9.8	12.1	-13.5	4.5	3.7
COc1ccccc1OCCNC(=O)CCC(=O)N1CCOCC1	1.1	-2.0	0.2	-7.8	4.4	-10.5	-23.1	7.2	-0.5
CCNc1nc(NCC)nc(N(C#N)C(C)C)n1	-2.8	-0.5	0.2	-6.3	3.2	8.2	-34.1	-15.4	0.3
COc1ccc(C(=O)N/C(=C\c2ccco2)C(=O)NCc2ccco2)cc1	-1.8	1.0	-1.9	-6.2	13.0	17.7	14.3	3.3	1.6
NS(=O)(=O)c1ccc(OC(=O)CNC(=O)OCc2ccccc2)cc1	6.0	-1.3	-2.5	7.2	5.3	-11.4	3.9	21.1	-1.5
COC(=O)CC(NC(=O)C1CC1)c1ccc2c(c1)OCO2 (stereo not given)	1.2	-1.6	-1.8	-13.8	3.2	2.6	-12.3	26.8	-2.1
CN(C)/C=N/c1cc(=O)n(Cc2ccccc2)c(=O)n1C	-0.8	-3.2	0.9	-6.1	-7.6	-22.0	27.7	0.4	1.4
CCN(C(=O)COC(=O)c1oc2ccc(OC)cc2c1C)C1CCS(=O)(=O)C1 (stereo not given)	-6.5	4.8	3.9	-10.3	1.2	-14.2	-1.8	16.6	0.4
O=C(Nc1ccc(Oc2cccnc2)cc1)C1CCN(Cc2ccccc2F)CC1	-1.6	1.9	-4.5	-8.2	-23.1	-17.0	10.7	28.6	-1.6
CC(C)CNC(=O)c1ccccc1NC(=O)CCSc1ccccc1	0.5	0.4	-0.4	12.3	3.4	27.8	-4.6	8.6	0.7
CC(C)(C)N1C(=O)[C@H]2[C@@H](c3ccc(Br)cc3)N3C(=O)N(c4ccccc4)C(=O)[C@@]3(Cc3ccccc3)[C@H]2C1=O	-3.6	1.7	0.7	3.0	23.3	13.8	-48.2	20.1	2.2
CCCn1c2ccccc2c2nnc(SCCN3CCOCC3)nc21	22.8	2.2	3.2	7.2	20.2	15.8	6.0	-11.1	1.4
O=C1NC(=O)/C(=C\c2ccc(Sc3ccc(Cl)cc3)o2)N1	0.7	-4.5	0.5	-11.3	-19.6	7.7	9.7	19.4	0.7
CCOc1cc(-c2noc(N)c2C(=O)OC)cc(OCC)c1OCC	-0.8	-0.5	-3.2	4.4	24.1	37.4	9.9	24.9	11.0
COc1ccc(/C=C/c2c(-c3ccccc3OC)sc3ccccc23)cc1OC	2.3	-2.7	-0.9	7.8	21.7	0.2	2.1	22.4	1.2
COc1ccc(OC)c(CCNC(=O)C(C)n2nc(C)c3c(C)n(-c4ccc(C)cc4)nc3c2=O)c1 (stereo not given)	-8.3	-2.5	-6.6	2.3	18.2	15.3	-37.8	4.2	-1.3
CC1=C(C(=O)OCc2ccccc2)C(/C=C/c2ccccc2)NC(=S)N1 (stereo not given)	11.4	-1.3	3.9	35.0	35.8	-3.6	4.5	44.9	6.7
O=C(Cc1cccs1)NNC(=S)NC(=O)c1ccccc1	6.0	-4.1	-3.4	-13.7	-43.0	19.2	16.1	6.4	0.9
CCCCCCCNC(=O)C1(CC2CC(c3ccc(Cl)cc3)=NO2)CCN(C(=O)c2cc(OCC)c(OCC)c(OCC)c2)CC1 (stereo not given)	23.5	2.9	0.2	11.9	14.8	18.1	1.2	35.3	5.2
C=CCNC(=O)COC(=O)c1cccnc1Nc1ccccc1F	1.7	0.8	2.8	-4.0	27.6	26.9	17.1	-22.4	1.6
COc1cc(CNCCN2CCOCC2)ccc1OCc1cccc(Cl)c1	9.7	-4.6	5.4	-10.7	0.5	3.9	4.9	3.4	-0.7
CC1CCc2cc(F)ccc2N1C(=O)CSc1nnc2c3cc(F)ccc3n(C)c2n1 (stereo not given)	-11.0	-2.8	-1.5	3.9	8.2	4.4	11.7	9.0	-0.6
CCOc1ccc(NC(=O)CNc2ccc(C)cc2Cl)cc1	2.4	-2.9	0.3	-6.5	18.3	14.5	6.4	-19.6	3.0
CN1CCN(C(=O)C2=C[C@H](c3csc4ccccc34)C[C@H](OCCCCO)O2)CC1	6.7	-0.8	1.2	-3.6	-1.3	7.3	-3.4	-1.6	0.3
O=C(CCNc1ccc(Cc2ccncc2)cc1)c1ccc([N+](=O)[O-])cc1	-11.5	3.1	-6.7	62.0*	40.2	49.3*	-13.1	23.7	2.1
C=CCC[C@@H](Cc1ccc(F)cc1)C(=O)OC[C@@H]1CCCN1C(=O)[C@@H](CC=C)CC(=O)N(CCO)Cc1ccccc1	30.8	-5.4	1.7	15.4	37.1	16.0	12.8	14.4	0.0
COc1ccc(NC(=O)c2ccco2)cc1NC(=O)COc1ccccc1	1.9	-0.6	-4.0	-6.9	46.5	5.7	2.8	19.6	2.9
Fc1ccc2[nH]c3c(N4CCSCC4)ncnc3c2c1	10.3	8.3	-6.9	2.9	13.8	7.4	-11.8	13.5	3.2
COc1cccc(NC(=O)Cn2c(CCC(=O)O)ccc2-c2ccc(Cl)cc2)c1	6.6	-1.8	-1.7	7.3	6.5	-5.5	3.2	13.0	4.2
Cc1cc(OCc2nn[nH]n2)c2c(-c3ccccc3)cc(=O)oc2c1	6.9	0.4	-0.7	-12.4	-4.1	12.3	5.9	8.4	-2.9
O=S(=O)(NCC1CCCO1)c1ccc(S(=O)(=O)N(Cc2ccc(F)cc2)Cc2ccccn2)cc1 (stereo not given)	-8.5	-0.3	-2.8	17.4	8.2	13.5	-9.9	-14.1	0.7
CCc1c(C)nc2ncnn2c1N1CCCC(C(=O)NCc2cccs2)C1 (stereo not given)	-0.1	-1.8	-3.3	2.1	1.6	8.4	5.2	-3.4	1.6
CCc1cccc(C)c1N1C(=O)CN(Cc2ccccc2)C1=S	-5.4	-1.8	2.9	34.4	46.7	24.9	7.8	5.6	-0.2
CCCCCn1c(NC(=O)c2ccco2)c(S(=O)(=O)c2ccc(C)cc2)c2nc3ccccc3nc21	4.0	-9.2	-2.6	-1.2	29.6	13.9	25.4	17.0	4.5
O=C(Nc1cccc2ncccc12)c1ccc(Cl)cc1	6.1	-3.3	-3.7	6.5	3.4	10.1	20.9	15.5	3.5
CCN(CC)CCNC(=O)C1c2ccccc2Oc2ccccc21	5.2	-1.3	-6.0	-10.9	-30.6	-15.0	2.4	11.5	-0.9
Clc1ccc(-c2nc3cnccn3c2NC2CCCC2)cc1	-1.8	2.1	-0.1	23.0	30.0	49.6*	-5.6	14.0	0.2
CN1C2CCC1CC(NC(=O)c1ccc(Cl)cc1)C2 (stereo not given)	1.6	-3.0	-2.7	-13.9	-17.0	-23.3	-21.9	5.9	1.2
COCCn1c(NC(=S)NC(=O)C2CC2)cc(=O)[nH]c1=O	25.4	-3.7	-3.1	0.7	-0.4	2.7	-5.8	-44.0	3.5
Cc1cc(C)cc(Oc2nn[nH]n2)c1	5.7	-4.3	-0.3	-3.8	10.1	2.7	6.7	11.7	0.4
CC(O)c1nc2ccccc2n1CCOc1ccccc1 (stereo not given)	-7.8	-0.5	12.1	9.7	-3.2	0.2	5.7	-2.9	-0.6
CCCS(=O)(=O)c1nc(S(=O)(=O)c2ccc(C)cc2)c(N2CC(C)OC(C)C2)s1 (stereo not given)	2.0	-3.4	-4.9	18.5	33.3	34.8	-11.8	36.5	2.6
Cc1ccccc1N1CCN(S(=O)(=O)c2nnc(NC(=O)c3ccc(F)cc3)s2)CC1	-4.6	-1.4	-2.5	-22.3	-1.8	6.3	-21.9	46.4	0.4
Cc1ccc(SC(C)C(=O)Nc2ccncc2)cc1 (stereo not given)	1.8	-1.7	0.4	-53.6	-291.7	-17.1	-5.4	7.3	-0.1
O=c1[nH]c2c(cnn2-c2ccc(Cl)cc2)c(=O)n1-c1cccc(Cl)c1	7.6	0.8	2.0	-10.3	9.7	-4.3	-0.1	-1.2	0.4
CN1CCN(C(=O)C23CC4CC(C)(CC(C)(C4)C2)C3)CC1	7.6	-1.7	1.9	2.6	10.4	-3.5	16.4	8.7	0.2
CSc1nc(N)c2c(C)c(C)sc2n1	-8.2	0.7	-0.5	4.2	6.6	5.0	5.9	-10.4	-1.2
COC(=O)c1c(NC(=O)COC(=O)c2ccc(Cl)nc2)sc(C)c1C	-0.1	-4.0	-3.1	-6.5	12.8	4.9	14.0	16.1	-1.0

The closing three entries of the part above are carried over, then new ones follow.
SMILES	CXCR6 inh	APJ agonist	UPR XBP1 act	TIM10 inh	tim23-1 inh	tim10-1 inh	APJ antagonist	Mdm2-MdmX inh	CHOP UPR activ
CN1CCN(C(=O)C23CC4CC(C)(CC(C)(C4)C2)C3)CC1	7.6	-1.7	1.9	2.6	10.4	-3.5	16.4	8.7	0.2
CSc1nc(N)c2c(C)c(C)sc2n1	-8.2	0.7	-0.5	4.2	6.6	5.0	5.9	-10.4	-1.2
COC(=O)c1c(NC(=O)COC(=O)c2ccc(Cl)nc2)sc(C)c1C	-0.1	-4.0	-3.1	-6.5	12.8	4.9	14.0	16.1	-1.0
COc1ccc(S(=O)(=O)CC(=O)Nc2ccccc2Cl)cc1	9.4	-2.7	0.3	-0.8	-1.4	8.4	7.1	22.0	1.1
COc1ccc(CC(=O)OCC(=O)c2ccc(OC)cc2)cc1	-6.4	-2.4	-1.7	-2.0	19.0	5.3	4.8	2.6	0.1
CCOC(=O)c1cnc(SCc2nc(N)nc(Nc3ccc(OC)cc3)n2)nc1N	-0.4	0.3	2.0	15.4	5.3	17.6	13.7	32.2	0.2
Cc1cc(NC(=O)CSc2nnc(-c3ccccc3)c(-c3ccccc3)n2)no1	15.2	-3.5	2.1	0.2	5.4	10.0	10.0	53.2*	1.4
COc1cccc(NC(=O)c2ccccc2N2C(=O)C3C4C=CC(C4)C3C2=O)c1 (stereo not given)	10.5	-1.8	-4.9	-1.7	16.6	2.5	14.8	18.5	-0.5
C[C@H]1CC[C@@]2(O[C@H](CCO)C[C@@H](O)[C@@H]2O)O1	0.1	8.2	1.1	13.4	10.4	5.5	5.7	-19.8	0.4

Not all compounds are listed; rates above refer to the full screens.
